Assay outcomes: PubChem, National Center for Advancing Translational Sciences (NCATS)
EPAC1 ag = EPAC1 (human) agonism. O95398. EPAC1 agonist qHTS, biochemical assay; response scale: 100% = response to 6.5 mM cAMP. Potency, µM (top dose mostly 154 µM), for the others: at the highest dose activation, usual class: activators. 360,000 tested, 0.073% active; further: nearly all actives have a fitted effect of over 60% in size
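Nucleotide exchange by EPAC1 (100 nM) on Rap1B–BODIPY-GDP (250 nM) in the presence of 50 uM GDP is tracked fluorescently at 480/540 nm over 30 min. Signals are normalized to a 6.5 mM cAMP control.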
EPAC2 agonist = activates human EPAC2 exchange factor; EPAC2 activation, biochemical qHTS; response scale: 100% = 6.5 mM cAMP response; Potency, µM (doses to about 154 µM), for the others: at the highest dose activation, actives largely listed as activators; Q8WZA2; 360,000 tested, 0.079% active; further: nearly all actives have a fitted effect of over 50% in size
Target sequence (Q8WZA2 whole entry, looked up): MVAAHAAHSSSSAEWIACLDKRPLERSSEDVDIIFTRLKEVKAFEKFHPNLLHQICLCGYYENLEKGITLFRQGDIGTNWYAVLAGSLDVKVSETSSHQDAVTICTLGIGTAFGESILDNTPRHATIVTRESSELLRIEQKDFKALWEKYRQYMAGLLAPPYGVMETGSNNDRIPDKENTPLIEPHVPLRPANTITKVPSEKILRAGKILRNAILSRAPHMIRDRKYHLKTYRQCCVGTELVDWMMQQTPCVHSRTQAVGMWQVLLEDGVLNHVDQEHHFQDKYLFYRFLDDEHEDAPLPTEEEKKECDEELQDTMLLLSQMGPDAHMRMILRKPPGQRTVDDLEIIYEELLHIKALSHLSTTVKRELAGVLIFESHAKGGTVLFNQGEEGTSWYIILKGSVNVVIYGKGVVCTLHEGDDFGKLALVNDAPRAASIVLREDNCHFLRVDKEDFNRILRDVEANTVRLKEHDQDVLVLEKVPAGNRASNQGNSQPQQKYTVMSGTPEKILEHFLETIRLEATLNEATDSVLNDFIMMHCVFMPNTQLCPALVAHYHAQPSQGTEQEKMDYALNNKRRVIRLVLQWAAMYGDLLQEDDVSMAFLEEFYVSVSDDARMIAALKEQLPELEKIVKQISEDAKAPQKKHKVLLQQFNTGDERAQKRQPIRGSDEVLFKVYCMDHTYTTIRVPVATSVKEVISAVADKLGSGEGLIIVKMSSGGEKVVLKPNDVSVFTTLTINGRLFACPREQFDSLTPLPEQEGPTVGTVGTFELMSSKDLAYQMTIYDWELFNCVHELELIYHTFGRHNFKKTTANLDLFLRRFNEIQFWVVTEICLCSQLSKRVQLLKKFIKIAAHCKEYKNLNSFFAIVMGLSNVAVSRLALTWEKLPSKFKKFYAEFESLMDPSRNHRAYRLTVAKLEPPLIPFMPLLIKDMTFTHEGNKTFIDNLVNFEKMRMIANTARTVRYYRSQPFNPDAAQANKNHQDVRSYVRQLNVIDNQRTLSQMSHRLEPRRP
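Setup: EPAC2 100 nM, labeled Rap1B complex 250 nM, free GDP 50 uM. Compound titrations pinned in, brief spin, 5 min room temperature incubation. Kinetic fluorescence read over 30 min, normalized to 6.5 mM cAMP.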
EPAC2 antag = antagonists of human EPAC2; Potency, µM (series often up to 114 µM), for the others: top-dose activity, negative = inhibition, hits mostly inhibitors; AID 720708; EPAC2 GEF exchange of Rap1B-BODIPY-GDP, fluorescence; 360,000 tested, 0.18% active; further: on the % scale 0 is the no-effect control and ±100 the full control effect; nearly all actives have a fitted effect of over 45% in size; many of its hits are not listed in these tables
PTHR1 agonist = agonists of human PTHR1 parathyroid hormone receptor | Q03431 | HEK293 GP2 PTHR1 cells, GloSensor cAMP luminescence, 1 h | Potency, µM (highest dose often 115 µM), without a hit: top-dose activation, most hits filed as activators | 410,000 tested, 0.075% active | AID 743266; further: nearly all actives have a fitted effect of over 55% in size; some results filed as inactive show a strong effect at the top dose; inactives centre near -15; many of its hits are not listed in these tables
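HEK-293-derived GP2 cells expressing PTHR1 and a GloSensor cAMP reporter, 3,000/well, plated overnight, given luciferin plus IBMX (each 0.5 mM as added) for 1 h at 37 °C, then compound for 1 h at 37 °C. Luminescence was read after 15 min at room temperature.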
aSyn rescue = inhibitors of alpha-synuclein toxicity in yeast; Yeast expressing alpha-synuclein, growth rescue, BacTiter-Glo, 24 h; Potency, µM (highest dose often 46.1 µM), inactives show at the top dose growth rescue (activation), hits mostly activators; 370,000 tested, 0.14% active; further: % of control where 0% means no effect; nearly all actives have a fitted effect of over 65% in size
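Screening used galactose-induced yeast with toxic alpha-synuclein levels, exposed to compound for 24 hr at 30 deg C. Cell growth, read with BacTiter-Glo luminescence, gave the measured signal.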
EPAC1 antag = antagonists of human EPAC1; EPAC1 GEF assay, Rap1b-BODIPY-GDP exchange fluorescence; Potency, µM (top dose mostly 115 µM), for inactives: at the top dose activity change, negative = inhibition, usual class: inhibitors; 360,000 tested, 0.14% active;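 further: plate controls were vehicle for no effect and positive control for full effect; nearly all actives have a fitted effect of over 50% in size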
FUS suppressor = suppressors of FUS proteinopathy in yeast. S. cerevisiae FUS-expressing, growth rescue, OD600, 24 h. Potency, µM (series often up to 76.6 µM), for the others: at the top dose growth rescue (activation), hits mostly activators. 390,000 tested, 0.24% active. AID 1347120;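 further: plate controls were DMSO vehicle for no effect and reference control for full effect; nearly all actives have a fitted effect of over 55% in size; some results filed as inactive show a strong effect at the top dose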
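Galactose (2%) drives FUS expression in yeast precultured in raffinose; seeding density OD 0.005. Test compounds incubated 24hr at 30C and 99% humidity before absorbance at 600 nm was measured.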
TDP-43 yeast inh = inhibitors of TDP-43 toxicity in yeast | Potency, µM (top dose mostly 46.1 µM), for inactives: top-dose growth rescue (activation), actives largely listed as activators | TDP-43 expressing yeast growth rescue, BacTiter-Glo, 24 h | 410,000 tested, 1.8% active | AID 652104; further: % of control where 0% means no effect; nearly all actives have a fitted effect of over 50% in size
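Readout is BacTiter-Glo luminescence of cell growth, so inhibitors register as activators. TDP-43-expressing yeast at OD600=0.02 in galactose medium, after raffinose pregrowth to mid-log, were incubated with compound for 24 hr at 30 deg C.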
* marks the source's active call; other numbers are inactive results; i = inactive; ? = inconclusive; / = not tested or not shown; [ ] = another dose, or the depositor's remark. The call rests on the fitted dose curve; in most records, active means well fitted curve in the direction sought with a large enough effect; inconclusive means small, poorly fitted or top-dose-only effect, or another doubt; inactive means no such curve, though single readings can be large; an effect the other way counts as inactive or inconclusive. Potency means the concentration at half of the fitted maximal effect.

molecule	EPAC1 ag	EPAC2 agonist	EPAC2 antag	PTHR1 agonist	aSyn rescue	EPAC1 antag	FUS suppressor	TDP-43 yeast inh
Cc1cccn2c(=O)c3cc(C(=O)N(C)C)n(C)c3nc12	3.7%	5.6%	3.0%	-22.6%	-2.1%	-10.4%	6.7%	3.2%
CCc1ccc(NC(=O)C2CCCN(S(=O)(=O)c3cccnc3)C2)cc1 (centres undefined)	-7.8%	-0.1%	6.6%	i	-3.2%	-5.2%	10.8%	-10.9%
Cn1nc(C(F)(F)F)c(C#N)c1N1CCN(c2ccccc2)CC1	11.8%	-0.5%[15.6 µM]	-13.0%	-4.7%[57.5 µM]	-3.2%	-6.1%	1.0%	?
COc1ccc(OC)c(/C=C2/Sc3ccccc3C2=O)c1	15.8%	23.2%	41.2%[activator]	-0.4%	1.4%	-9.1%	23.4%	-23.6%
COc1ccc([C@@H]2CC=C(C(=O)O)[C@H](c3ccc(Br)cc3)N2S(=O)(=O)c2ccccc2C)cc1	1.4%	-5.0%	-14.9%	-23.4%	-62.7%[inhibitor]	-16.5%	?	35.5µM*
O=C(NC1CCCCC1)N1CCCCCC1	4.9%	7.2%	-4.3%	i	-6.2%	-12.8%	0.6%	-15.5%
Cc1ccccc1CSCCNC(=O)CN(c1ccc2c(c1)OCO2)S(C)(=O)=O	0.1%	13.1%	-4.0%	18.5%[57.5 µM]	1.8%	1.5%	22.4%	1.6%
CC1(C)CC2CC(C)(CN2C(=O)COc2cccc3ccccc23)C1 (centres undefined)	-1.1%	-17.7%	-8.6%	-1.2%	15.3%	-17.8%	20.3%	13.7%

Brought forward from above: six entries, followed by the next part.
molecule	EPAC1 ag	EPAC2 agonist	EPAC2 antag	PTHR1 agonist	aSyn rescue	EPAC1 antag	FUS suppressor	TDP-43 yeast inh
Cn1nc(C(F)(F)F)c(C#N)c1N1CCN(c2ccccc2)CC1	11.8%	-0.5%[15.6 µM]	-13.0%	-4.7%[57.5 µM]	-3.2%	-6.1%	1.0%	?
COc1ccc(OC)c(/C=C2/Sc3ccccc3C2=O)c1	15.8%	23.2%	41.2%[activator]	-0.4%	1.4%	-9.1%	23.4%	-23.6%
COc1ccc([C@@H]2CC=C(C(=O)O)[C@H](c3ccc(Br)cc3)N2S(=O)(=O)c2ccccc2C)cc1	1.4%	-5.0%	-14.9%	-23.4%	-62.7%[inhibitor]	-16.5%	?	35.5µM*
O=C(NC1CCCCC1)N1CCCCCC1	4.9%	7.2%	-4.3%	i	-6.2%	-12.8%	0.6%	-15.5%
Cc1ccccc1CSCCNC(=O)CN(c1ccc2c(c1)OCO2)S(C)(=O)=O	0.1%	13.1%	-4.0%	18.5%[57.5 µM]	1.8%	1.5%	22.4%	1.6%
CC1(C)CC2CC(C)(CN2C(=O)COc2cccc3ccccc23)C1 (centres undefined)	-1.1%	-17.7%	-8.6%	-1.2%	15.3%	-17.8%	20.3%	13.7%
Cc1cc(C)cc(C(=O)N2CCC(CCC(=O)NC3CC3)CC2)c1	5.3%	-0.4%	2.2%	i	1.7%	4.6%	13.5%	-1.5%
N#CCCN(C(=O)c1cc2c(s1)-c1ccccc1S(=O)(=O)C2)c1ccccc1	2.9%	-1.1%	-10.9%	-6.8%	-2.8%	-25.1%	22.6%	-22.9%
O=C1CN(c2nc(-c3ccccc3)c3cc(Cl)ccc3n2)c2ccccc2N1	-4.0%	-0.1%	14.5%	i	-0.9%	7.3%	8.8%	-9.2%
COc1cc2cc(CN(CCO)S(=O)(=O)c3ccccc3Cl)c(=O)[nH]c2cc1OC	1.5%	1.6%	0.4%	-3.0%[57.5 µM]	0.8%	-10.6%	1.2%	-6.4%
Cc1ccnc(OC(C(=O)O)C(OCc2ccccc2)(c2ccccc2)c2ccc(C(F)(F)F)cc2)n1 (centres undefined)	3.8%	-8.5%	-17.6%	-30.6%	-1.5%	0.9%	?	-5.4%
CC1(C(=O)Nc2cccc(S(=O)(=O)N3CCOCC3)c2)Cc2ccccc2C(=O)O1 (centres undefined)	-2.9%	9.2%	4.0%	-43.2%[inhibitor]	-8.8%	12.6%	-9.4%	-2.6%
Cc1ccc(C)c(CS(=O)(=O)c2cn(CC(=O)N3CCC(C)CC3)c3ccccc23)c1	10.6%	-12.8%	-11.2%	-23.5%	14.2%	?	/	-2.9%
O=C(Nc1ccc(C(F)(F)F)cc1)c1ccc2nc[nH]c2c1	-9.5%	5.2%	1.3%	-20.2%	-6.4%	-5.5%	17.2%	-13.5%

Next part
Each structure is followed by: EPAC1 ag	EPAC2 agonist	EPAC2 antag	PTHR1 agonist	aSyn rescue	EPAC1 antag	FUS suppressor	TDP-43 yeast inh
CCOC(=O)Cc1nn2c(=O)cc(C)nc2s1
    0.3%	10.8%	-5.6%	i	0.9%	-23.2%	-32.6%	5.3%
Cc1ccc(-c2nnn(CC(=O)N(Cc3ccco3)C(C(=O)NC(C)(C)C)c3ccc(C)o3)n2)o1 (centres undefined)
    -14.8%	2.3%	17.2%	-21.1%	-6.5%	-3.1%	16.7%	-13.1%
CCC(C)c1nc2c(c(N3CCC3=O)c1-c1ccccc1)CCCC2 (centres undefined)
    2.9%	4.0%	1.4%	i	-15.9%	5.3%	-25.1%	-9.2%
CCC1c2ccc(C)n2CCN1C(=O)Nc1ccc(F)cc1 (centres undefined)
    6.2%	13.9%	-0.4%	4.2%[57.5 µM]	-0.1%	-12.3%	?	-5.1%
COc1ccc(S(=O)(=O)NC2CCCC2)cc1C(N)=O
    3.8%	1.4%	0.7%	-17.1%	2.0%	-6.5%	12.7%	5.5%
COc1cccc(/C=C2\SC(=S)N(CC3CCCO3)C2=O)c1 (centres undefined)
    13.4%	12.0%	-8.5%	-25.1%	15.3%	-2.8%	/	-13.0%
Cc1nnc(SCC2=C(C(=O)O)N3C(=O)C(NC(=O)c4cccc(F)c4F)C3SC2)s1 (centres undefined)
    20.7%	8.9%	10.7%	-17.6%	2.2%	2.9%	8.6%	9.4%
O=c1[nH][nH]c2c1[C@H](c1ccc(Cl)cc1)O[C@H](C1CCCC1)C2
    -6.1%	7.5%	-3.1%	-15.4%	0.7%	?	40.5%	17.8µM*
CCOC(=O)c1c(NC(=S)N2CCN(C)CC2)sc(C)c1-c1ccccc1
    -13.7%	3.7%	-1.5%	-1.4%	-40.9%[inhibitor]	-16.7%	43.0%	?
OC(CN1CCCCCC1)CN(c1ccccc1)c1ccccc1 (centres undefined)
    1.8%	12.7%	11.3%	-0.6%	0.6%	-4.4%	-16.9%	12.3%
COc1ccc(OCCNC(=O)c2ccccc2OCC(=O)N2CCCCC2)cc1
    -1.3%	3.0%	15.0%	-14.0%[57.5 µM]	1.1%	10.2%	32.8%	-6.0%
Cc1ccc(S(=O)(=O)N2CCCC(C(=O)N(Cc3cccs3)C3CC3)C2)cc1 (centres undefined)
    10.5%	4.1%	0.7%	-33.3%[inhibitor]	5.2%	5.9%	17.4%	20.0%
Cn1nnnc1SCC(=O)Nc1ccccc1Cc1ccccc1
    -2.4%	-6.7%	-2.2%	3.3%[57.5 µM]	1.8%	5.1%	5.6%	5.3%
Cn1cc(-c2csc(C(O)c3ccc(F)c(F)c3)n2)cn1 (centres undefined)
    -10.2%	4.0%	-0.6%	-18.4%	0.4%	0.5%	-11.7%	25.4%
COc1ccc(C(=O)OCC(=O)N(C)C2CCS(=O)(=O)C2)cc1S(=O)(=O)N1CCCc2ccccc21 (centres undefined)
    2.8%	6.7%	-4.1%	-3.6%	8.0%	20.2%	20.0%	-2.2%
Cc1ccccc1OCC(=O)Nc1sc(C(=O)Nc2cccc(C)c2C)c(C)c1C#N
    5.5%	-1.6%	-2.2%	-10.2%[57.5 µM]	-11.2%	2.4%	14.3%	-12.7%
COCc1nnc(NC(=O)c2ccc(S(=O)(=O)N(C)Cc3ccccc3)cc2)o1
    5.6%	3.4%	3.8%	-3.2%	8.3%	-14.0%	32.9%	3.6%
COC(=O)Nc1ccc(C)c2nsnc12
    -7.1%	0.3%	1.6%	i	-0.3%	-10.0%	/	?
Cc1ccccc1/C=N/n1c(-c2cc(-c3ccccc3)n[nH]2)n[nH]c1=S
    6.2%	8.2%	2.0%	i	0.0%	1.3%	32.2%	-11.7%
COc1ccc(Br)cc1CNC(=O)C1CCN(S(=O)(=O)N2CCCCC2)CC1
    8.1%	-2.1%	6.5%	i	16.3%	13.4%	13.7%	-12.3%
CN(C)c1nc(-c2cccs2)cc(C(F)(F)F)c1C#N
    5.0%	18.2%	-13.8%	-5.0%	-3.7%	25.3%	7.5%	-10.1%
Cc1cc(OCC#N)nc(N)n1
    2.6%	17.0%	0.7%[57.1 µM]	i	-3.7%	-2.9%	-11.6%	0.1%
Cc1ccc(S(=O)(=O)CC(=O)c2ccccc2)cc1
    -0.3%	5.5%	7.8%	i	11.4%	-2.1%	/	5.5%
COC(=O)c1c(Oc2nc(OC)cc(OC)n2)cccc1Oc1nc(OC)cc(OC)n1
    -0.7%	-4.5%	5.8%	i	2.6%	4.6%	2.9%	-12.9%
O=C(COC(=O)c1ccco1)NCc1ccc(Cl)cc1
    9.6%	4.2%	-0.1%	-0.8%	-1.0%	7.6%	-6.2%	25.0%
CNC(=O)CS(=O)CC(=O)Nc1cc(OCCOC)c(Cl)cc1Cl (centres undefined)
    7.5%	8.4%	-0.3%	i	1.2%	1.0%	3.8%	-11.3%
C[N+]12CCCCC1C(COC(=O)c1ccc3c(c1)OCO3)CCC2 (centres undefined)
    10.5%	11.2%	-6.2%	13.8%	0.3%	5.7%	-4.1%	-16.3%

This is a subset; count on the stated rates, not on these rows.
